Assay outcomes as filed in PubChem.
CYP2C19 act – human CYP2C19 activators, primary screen, biochemical, luminescence; activation factor at 5 µM; recombinant CYP2C19, luciferin-H EGE luminescence; stronger effect = higher value; 0 = fully inhibited enzyme, 1 = untreated enzyme; 96,000 tested, under 10 active; Cytochrome P450 2C19 (Homo sapiens), P33261; AID 1025, 2008;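 active means activation factor of at least 2 at 5 µM in the primary screen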;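 further: 0 = wells with 2.5 mM tranylcypromine and 1 = vehicle-only wells; values of inactives mirror those of a sister screen read the other way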
Target sequence (P33261 whole entry, looked up): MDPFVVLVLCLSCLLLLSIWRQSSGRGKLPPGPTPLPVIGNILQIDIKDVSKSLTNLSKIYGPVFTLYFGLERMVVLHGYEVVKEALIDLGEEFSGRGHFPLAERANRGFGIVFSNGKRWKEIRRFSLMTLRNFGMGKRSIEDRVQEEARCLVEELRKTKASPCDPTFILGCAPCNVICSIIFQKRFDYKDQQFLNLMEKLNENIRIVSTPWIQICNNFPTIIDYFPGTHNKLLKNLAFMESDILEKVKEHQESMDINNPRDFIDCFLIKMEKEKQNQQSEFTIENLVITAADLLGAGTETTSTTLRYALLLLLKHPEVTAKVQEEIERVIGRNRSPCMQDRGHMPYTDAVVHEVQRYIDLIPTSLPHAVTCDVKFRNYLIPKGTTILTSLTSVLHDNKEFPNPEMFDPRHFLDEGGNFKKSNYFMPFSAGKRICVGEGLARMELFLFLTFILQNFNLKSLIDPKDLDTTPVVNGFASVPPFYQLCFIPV
VCAM1 TNFa inh – inhibitors of TNFa-induced VCAM1 expression, primary screen, imaging, HUVEC, TNFa stimulus, immunofluorescence; actives 0.48% (n = 95,000); AID 802, 2007; HUVEC TNFa-induced VCAM-1 immunofluorescence, high-content imaging; inhibition, % at 2 µM;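 active means inhibition above the batch mean plus 3 SD, with images confirmed as a hit by eye, cut at about 37% in these data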;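 further: 0% = TNF-stimulated DMSO wells and 100% = unstimulated control wells; not every result past the cut was called active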
HUVEC tox IL1B – cytotoxicity in IL-1B stimulated HUVEC, primary screen, cytotoxicity control for IL-1B NFkB translocation project, imaging, Hoechst nuclear count, IL-1B stimulus. HUVEC cell count loss. cell count reduction, % at 2 µM. actives 0.41% (n = 94,000). AID 845, 2007;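 active means cell count reduction more than 3 SD above the screen-wide mean, cut at about 70% in these data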;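 further: normalized per plate to untreated control cells as the no-loss baseline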
HUVEC tox TNFa – cytotoxicity in TNFa-stimulated HUVEC, primary screen, cytotoxicity control for VCAM1 expression modulator project, imaging, Hoechst nuclei count; cell count reduction, % at 2 µM; HUVEC TNFalpha-stimulated, Hoechst cell count; actives 0.17% (n = 93,000);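 active means cell count reduction exceeding the screen mean by over 5 SD, scaled to untreated wells per plate, cut at about 78% in these data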;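 further: cells counted after 24 h of TNF alpha exposure following the 1 h pretreatment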
CYP2C19 inhib – blockers of cytochrome P450 2C19 activity – biochemical, luminescence, ADME assay, primary screen | inhibition, % at 5 µM | actives 21% (n = 96,000) | CYP2C19 Supersomes, luciferin-H EGE luminescence, 30 min | P33261 | AID 778, 2007;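 active means CYP2C19 inhibition above a set limit at 5 µM in the primary screen, cut at about 50% in these data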;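 further: plate controls were negative control wells for no effect and 2.5 mM tranylcypromine positive control for full effect; values of inactives mirror those of a sister screen read the other way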
DAT uptake mod – changed hDAT dopamine uptake under cocaine IC80, either direction, primary screen, cocaine antagonist project, cell-based, LLC-PK1 hDAT, [14C]-dopamine uptake, MLSMR | LLC-PK1 hDAT cells, [14C]-dopamine uptake with cocaine IC80; actives deviate in either direction | B-score at 10 µM | actives 1.3% (n = 110,000);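 active means Z score or B-score, a plate-position-corrected score, falls beyond the plate's 99.7% confidence bounds, in either direction; inactive means both scores lie inside the 99.7% bounds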;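 further: scored against the spread of the other compound wells on the same plate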
Candida biofilm – clotrimazole potentiators killing Candida biofilms, primary screen, with clotrimazole, Alamar Blue | C. albicans biofilm + clotrimazole | inhibition, % at 6 µM | actives 0.14% (n = 85,000);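 active means inhibition above 20%; inactive means inhibition below 20%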;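 further: preformed 24 hr biofilms exposed to compound for 48 hr; 0% = biofilm without compound and 100% = blank killed by clotrimazole plus chlorhexidine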
CYP2C9 activ – human CYP2C9 activators, primary screen, biochemical, luminescence. Cytochrome P450 2C9 (Homo sapiens), P11712. recombinant CYP2C9, luciferin-H conversion; stronger effect = higher value; factor 1 = untreated enzyme, 0 = blocked. activation factor at 5 µM. actives 1.4% (n = 96,000). AID 1024, 2008;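 active means activation factor of 2 or more for CYP2C9 at a 5 µM dose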;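 further: 0 = sulfaphenazole-blocked wells and 1 = vehicle-only wells; values of inactives mirror those of a sister screen read the other way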
Target sequence (P11712 whole entry, looked up): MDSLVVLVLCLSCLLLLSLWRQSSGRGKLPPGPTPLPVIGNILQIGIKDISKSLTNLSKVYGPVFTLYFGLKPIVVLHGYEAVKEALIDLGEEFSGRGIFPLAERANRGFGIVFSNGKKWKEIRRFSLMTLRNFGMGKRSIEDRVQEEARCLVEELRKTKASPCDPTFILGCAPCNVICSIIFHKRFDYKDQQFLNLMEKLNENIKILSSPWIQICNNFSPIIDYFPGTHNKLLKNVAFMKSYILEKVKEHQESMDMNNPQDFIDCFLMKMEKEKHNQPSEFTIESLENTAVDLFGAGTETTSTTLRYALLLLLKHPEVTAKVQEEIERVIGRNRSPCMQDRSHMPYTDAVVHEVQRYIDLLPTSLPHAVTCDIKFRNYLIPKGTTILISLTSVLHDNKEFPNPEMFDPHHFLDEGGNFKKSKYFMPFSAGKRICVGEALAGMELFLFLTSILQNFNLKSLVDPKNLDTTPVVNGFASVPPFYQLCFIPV
CYP2C9 inh – blockers of cytochrome P450 2C9 activity – biochemical, luminescence, ADME assay, primary screen; P11712; CYP2C9 Supersomes, luciferin-H conversion; inhibition, % at 5 µM; actives 20% (n = 96,000); AID 777, 2007;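 active means blocking of liver enzyme CYP2C9 beyond about 50% at 5 µM, limit read from the data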; further: values of inactives mirror those of a sister screen read the other way
Starred values were filed as active, the others as inactive; . = no result given.

The line under a structure holds: CYP2C19 act	Candida biofilm	CYP2C9 inh	DAT uptake mod	CYP2C9 activ	HUVEC tox TNFa	HUVEC tox IL1B	VCAM1 TNFa inh	CYP2C19 inhib
CCOc1ccc(C(=O)N/N=C/c2cccc3cccnc23)cc1
  0.9	.	-43	1.9	1.4	-25	8	-17	10
COC(=O)c1cc(OC)c(OC)cc1NC(=O)c1c(-c2ccccc2Cl)noc1C
  0.6	-1	56*	0.36	0.4	-32	-3	4	42
S=c1[nH]nc(-c2ccccc2)o1
  1	8	17	-1.1	0.8	6	-7	11	3
COC(=O)C1(C)NC(=O)c2ccccc2N1 (stereo unspecified)
  1.2	4	-9	-0.23	1.1	.	.	.	-16
Cc1cc(O)cc(O)c1C(=O)Cc1cnn(-c2ccccc2)c1
  0.4	6	63*	0.62	0.4	-11	-8	-11	57*
O=C(CSc1nnc(Cc2ccccc2)o1)NC1CC2CCC1C2 (stereo unspecified)
  0.5	7	34	1.3	0.7	-21	12	7	52*
CCn1c(C(=O)NCCCN2CCc3ccccc3C2)cc2sccc21
  0.4	3	7	1.4	0.9	.	.	.	64*
CC(C)(C)NCC(O)COc1ccccc1C(C)(C)C (stereo unspecified)
  1	9	-11	0.94	1.1	.	.	.	0
O=C1C(Cc2ccccc2)S/C(=N/N=C/c2ccco2)N1c1ccccc1 (stereo unspecified)
  1	.	5	-0.0087	1	0	18	-2	-2
CCOc1ccc(OCCCCN(C)C)cc1
  1.2	3	-28	0.17	1.3	.	.	.	-24
CCOC(CCNC(=O)c1cn(-c2cccc(C)n2)cn1)OCC
  0.8	.	0	0.055	1	-48	-61	0	22
CCCN(CCC)S(=O)(=O)c1ccc(NC(=O)c2cc(C(=O)OC)cc([N+](=O)[O-])c2)cc1
  0.8	.	-2	-0.074	1	-27	-46	1	18
Cn1c(=O)c2c(nc(Cl)n2Cc2ccc(Cl)c(Cl)c2)n(C)c1=O
  0.9	7	0	.	1	14	-14	1	10
CCCCCn1c(=O)[nH]c2cc(C(=O)N3CCN(CC)CC3)ccc2c1=O
  1	6	-11	-0.62	1.1	-28	-4	-7	2
COc1ccccc1-c1coc2c(CN3CCN(CCO)CC3)c(O)ccc2c1=O
  .	4	.	-0.2	.	-2	15	-16	.
CCc1c(C(=O)O)[nH]c2ccc(Br)cc12
  1	.	26	0.64	0.7	-47	-17	13	-2
O=C(NCCS(=O)CCNC(=O)C(F)(F)F)C(F)(F)F
  1.1	7	-6	-0.16	1.1	1	12	-29	-6
COc1ccc(C(=O)N2CC3(C)CC2CC(C)(C)C3)cc1 (stereo unspecified)
  0.9	7	-9	-0.54	1.1	-9	-6	-4	15
CCc1cccc(Oc2nn[nH]n2)c1
  1	.	-5	-0.62	1	5	-13	-6	0
O=C(CC(c1ccco1)C1CCCCC1=O)c1ccco1 (stereo unspecified)
  0.5	8	55*	0.32	0.4	-22	7	2	53*
Cn1cnc2c(N3CCCCC3)nccc21
  1	5	5	-1.5	1	-11	93*	10	1
N=C1C(c2nc3ccccc3[nH]2)=C(O)CN1c1ccccc1
  1.2	1	-5	-0.15	1.1	-26	-12	11	-16
O=C(CCn1cnc2ccccc2c1=O)Nc1cccc(Cl)c1
  0.5	0	27	0.27	0.7	10	26	-9	45
CCOc1ccc(C(=S)NC2CCCCC2)cc1
  0.8	.	26	-0.021	0.7	.	10	17	23
Cc1ccc(N(CC(=O)N2CCOCC2)S(=O)(=O)c2ccccc2)cc1
  0.9	8	10	0.5	0.9	3	1	12	6
CC(=O)Nc1ccc(S(=O)(=O)N2CCN(CCCOc3ccccc3Cl)CC2)cc1
  0.3	3	48	2.5	0.5	-15	4	-9	68*
COc1ccccc1-c1cc(C(=O)NC(C)C)no1
  0.8	5	-300	0.0071	4*	-6	1	5	16
CCOc1ccc(N(CC(=O)N/N=C/c2cc([N+](=O)[O-])ccc2Cl)S(C)(=O)=O)cc1
  0.9	.	4	0.056	1	-30	20	0	7
COc1ccc(-n2c(SCC(=O)OC(C)C)nnc2-c2ccccn2)cc1
  0.9	-2	-14	1.3	1.1	8	7	-9	12
COc1ccc(-c2noc(COc3ccc(Cl)c(C)c3)n2)cc1
  0.9	19	11	-0.94	0.9	-24	14	15	6
COc1ccc(OCc2n[nH]c(=S)o2)cc1
  0.9	-1	89*	1.4	0.1	-8	8	-11	14
C=CCOn1c(=O)c(-c2cccs2)[n+]([O-])c2ccccc21
  0.4	-1	68*	0.4	0.3	0	-10	-14	57*
C=CCN=C1SC(C)C(=O)N1S(=O)(=O)c1ccccc1 (stereo unspecified)
  0.3	4	-36	-0.16	1.4	-21	-29	-4	73*
CN(C)/C=C/C(=O)c1ccc(F)cc1
  1	.	12	-0.18	0.9	-4	8	6	4
CCSc1nnc(NC(=O)c2csc3c2CCCC3)s1
  1	5	0	0.15	1	-16	-36	12	-2
O=C(NCc1ccncc1)/C(=N/O)c1ccccc1
  0.7	3	45	-0.041	0.6	12	13	12	33
Cc1cc(C(=O)NCc2ccco2)on1
  1	-1	-3	0.16	1	-2	-6	23	-1
CC(=O)Nc1ccccc1Sc1ccccc1
  0.2	7	20	0.14	0.8	-54	-32	-6	79*
CC1CCc2c(sc(NC(=O)c3ccc(-c4ccccc4[N+](=O)[O-])o3)c2C#N)C1 (stereo unspecified)
  0.9	.	91*	-0.66	0.1	2	17	-10	11
Cc1ccccc1Cn1cnc2c(NS(C)(=O)=O)c(C)c(C)cc21
  0.6	.	39	.	0.6	-22	-32	16	45
S=C(c1ccc2c(c1)OCO2)N1CCCC1
  0.6	16	2	-1.1	1	-8	-13	15	41
COc1ccc(C(=O)N2CCN(C(=O)c3ccncc3)CC2)cc1
  0.9	.	5	-0.22	1	3	-49	-2	10
Cn1c(=O)[nH]c(=O)c2c1nc(N1CCOCC1)n2CC(O)COc1ccc2ccccc2c1 (stereo unspecified)
  0.7	1	24	-0.055	0.8	-32	-12	14	30
O=C1C2CC=C(Cl)CC2C(=O)N1CCc1c[nH]c2ccccc12 (stereo unspecified)
  0.6	.	33	1	0.7	-31	24	6	42
C=CCn1c(N)c(C(=O)OC(C)(C)C)c2nc3ccccc3nc21
  0.4	2	77*	0.39	0.2	-8	26	4	63*
Cc1ccc(/C=C/C(=O)Nc2cccc3ncccc23)o1
  1.1	.	-25	1.7	1.2	-36	-23	-31	-8
CCC(C)(C)n1nnnc1C(c1ccc2ncccc2c1)N1CCCCCC1 (stereo unspecified)
  .	-3	.	-2.1	.	-42	4	6	.
Cc1ccc(-c2nnc3ccc(SC(C)C(=O)O)nn23)cc1 (stereo unspecified)
  1	-3	10	-1.2	0.9	.	.	.	4
O=[N+]([O-])c1cccc(-c2ccc(/C=N/NC(=S)Nc3ccccc3)o2)c1
  1.1	.	-6	1.3	1.1	11	-6	-14	-13
CCCSc1nc(N)cc(=O)[nH]1
  0.9	5	-3	-0.27	1	.	.	.	6
Cc1nn(-c2ccccc2)c2[nH]c(=O)c(CNc3ccc(N4CCOCC4)cc3)cc12
  0.7	9	57*	1.7	0.4	-11	-6	6	34
CCOC(=O)c1nc2ccccc2s1
  0.9	.	3	-0.23	1	-5	-10	22	7
O=C(Cn1cnc2c(cnn2-c2ccc(F)cc2)c1=O)NCc1ccco1
  1.1	.	-8	-0.16	1.1	-6	-2	20	-13
CC(C)Nc1nc(NC(C)(C)C)nc(Oc2ccc(=O)n(-c3ccccc3)n2)n1
  0.9	5	11	0.22	0.9	2	12	5	6
COc1cccc(C(=O)CN2CCC(NC(=O)NC3CCCCC3)CC2)c1
  1	12	0	0.21	1	-11	-20	-8	-5
CCC(=O)NC(=S)Nc1ccc(S(=O)(=O)NC(C)C)cc1
  0.9	.	15	0.99	0.8	1	14	1	11
CCOC(=O)C(C)Sc1nc2c(c(=O)[nH]c(=O)n2C)n1CCc1ccccc1 (stereo unspecified)
  0.6	2	52*	-0.0066	0.5	0	-5	-2	40
CCSc1nnc(NC(=O)CSc2nc3c(c(=O)n2C)SC(C)C3)s1 (stereo unspecified)
  0.7	5	62*	0.13	0.4	0	26	-7	34
Cc1cc(C)cc(N(CC(=O)Nc2cccc(C)n2)S(=O)(=O)c2c(C)noc2C)c1
  .	4	.	1.5	.	-4	-48	6	.
COc1ccc(-c2c(S(=O)(=O)c3ccccc3)cnn2-c2ccccc2)cc1
  0	.	51*	0.71	0.5	-7	-55	-1	97*
Cc1ccc(S(=O)(=O)C2CS(=O)(=O)CC2O)cc1 (stereo unspecified)
  0.9	7	-9	-1	1.1	-18	-1	8	12
Cc1nc2sccc2c(=O)n1-c1cccc(Cl)c1
  0.3	.	14	-1.2	0.9	-9	-2	8	70*

2 of the compounds above, with bars between the fields.
SMILES | CYP2C19 act | Candida biofilm | CYP2C9 inh | DAT uptake mod | CYP2C9 activ | HUVEC tox TNFa | HUVEC tox IL1B | VCAM1 TNFa inh | CYP2C19 inhib
CCOC(=O)c1nc2ccccc2s1 | 0.9 | . | 3 | -0.23 | 1 | -5 | -10 | 22 | 7
COc1cccc(C(=O)CN2CCC(NC(=O)NC3CCCCC3)CC2)c1 | 1 | 12 | 0 | 0.21 | 1 | -11 | -20 | -8 | -5

This is a random part of the collection; any-hit rate near 29%.
